# From PubChem
# Tau FP inhib: blocks human tau fibril formation measured by polarization; Potency, µM (titrated, usually from 57.7 µM), inactives show at the top dose activity, negative = inhibition, hits mostly inhibitors; actives 0.39% (n = 280,000); K18 P301L tau heparin fibrillization, Alexa594 FP, 6 h; AID 1468; P10636; note: nearly all actives have a fitted effect of over 55% in size
# Target sequence (P10636 561-689 P618L limits assumed): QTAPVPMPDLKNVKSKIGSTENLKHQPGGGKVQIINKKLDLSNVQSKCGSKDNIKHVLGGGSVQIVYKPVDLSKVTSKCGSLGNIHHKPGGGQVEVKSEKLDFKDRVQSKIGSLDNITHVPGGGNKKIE
#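 Quantitative HTS format: compounds meet 15 uM recombinant K18 P301L tau and Alexa 594-tau tracer in 100 mM sodium acetate pH 7; 20 uM heparin triggers fibrillization at 37 C over 6 hr; FP gives the signal.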
# L3MBTL1 block: inhibitors of human L3MBTL1; Potency, µM (titrated, usually from 57.1 µM), without a hit: at the top dose activity, negative = inhibition, usual class: inhibitors; actives 0.66% (n = 230,000); AID 485360; AlphaScreen L3MBTL1–H3K9me1 peptide binding; note: nearly all actives have a fitted effect of over 60% in size
#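 L3MBTL1 (50 nM) pre-complexed 30 min with biotinylated H3(1-15)K9me1 peptide (75 nM), then compounds added for 30 min at room temperature; AlphaScreen streptavidin donor/nickel chelate acceptor beads (10 ug/mL final) read after 30 min dark incubation.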
# TR SRC2 fluor cs: alters Texas Red total fluorescence, flagging assay interference; actives 0.29% (n = 280,000); TRb/SRC2 Texas Red total fluorescence interference; Potency, µM (titrated, usually from 106 µM), inactives show top-dose fluorescence change, negative = quenching; active = well fitted curve in either direction with a large enough effect; inconclusive = small, poorly fitted or top-dose-only effect
#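 Human TRb ligand-binding domain at 0.6 uM with 20 nM Texas Red SRC2 peptide in Tris buffer containing 1 uM T3 and 5% DMSO, incubated with compound 5 h at ambient temperature. Total fluorescence (555/632 nm) calculated as parallel + 2 × perpendicular.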
# RGS12 GoLoco inh: blocks human Gai1 binding to RGS12 GoLoco peptide, red readout | P63096 | actives 0.44% (n = 230,000) | Gai1:RGS12 GoLoco peptide FP, rhodamine, 10 min | AID 880 | Potency, µM (top dose mostly 61.6 µM), inactives show at the top dose activity, negative = inhibition, hits mostly inhibitors; active = well fitted inhibition curve with a large enough effect, not every such curve was filed as active; inactive = no such curve, though single readings can be large or run the other way; note: nearly all actives have a fitted effect of over 30% in size; many of its hits are not listed in these tables
# Tau fibril ThT: inhibitors of human tau fibril formation, thioflavin T binding. actives 2.1% (n = 270,000). Potency, µM (highest dose often 57.4 µM), for inactives: at the top dose activity, negative = inhibition, most hits filed as inhibitors. recombinant tau K18 P301L (four-repeat tau fragment), heparin-induced fibrillization, ThT fluorescence. P10636; note: nearly all actives have a fitted effect of over 55% in size
#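 K18 P301L tau (15 uM + 0.24 uM Alexa 594-tagged), heparin 20 uM, NaOAc pH 7, 6 h 37 C; ThT 30 uM, 1 h RT, ex 450/em 510 nm.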
# KDM4E inh: blocks human JMJD2E demethylase activity. B2RXH2. JMJD2E catalytic domain, FDH-coupled NADH fluorescence (FDH is formaldehyde dehydrogenase). Potency, µM (doses to about 57.1 µM), for the others: at the top dose activity change, negative = inhibition, most hits filed as inhibitors. actives 1.6% (n = 230,000). AID 2147; active = well fitted inhibition curve with a large enough effect, not every such curve was filed as active; inconclusive = small, poorly fitted or top-dose-only effect, or another doubt; inactive = no such curve, though single readings can be large or run the other way;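 note: 0% = wells with enzyme and -100% = buffer wells without enzyme; nearly all actives have a fitted effect of over 50% in size; many of its hits are not listed in these tables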
# Target sequence (B2RXH2 1-337 limits assumed): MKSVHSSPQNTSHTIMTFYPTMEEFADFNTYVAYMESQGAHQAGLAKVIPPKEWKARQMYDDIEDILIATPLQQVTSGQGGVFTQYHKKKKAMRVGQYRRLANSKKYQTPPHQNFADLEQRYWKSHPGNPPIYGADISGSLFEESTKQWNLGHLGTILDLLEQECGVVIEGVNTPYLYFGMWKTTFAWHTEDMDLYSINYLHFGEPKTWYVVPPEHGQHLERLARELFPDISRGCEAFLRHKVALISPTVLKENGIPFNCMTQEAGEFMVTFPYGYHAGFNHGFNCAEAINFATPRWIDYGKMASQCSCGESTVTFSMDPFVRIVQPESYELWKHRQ
# RECQ1 helicase: inhibitors of human RECQ1 DNA helicase | AID 2549 | Potency, µM (top dose mostly 57.3 µM), for inactives: at the top dose activity, negative = inhibition, actives largely listed as inhibitors | RECQ1 DNA unwinding, red fluorescence kinetic read | P46063 | actives 0.54% (n = 240,000);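 note: plate controls were vehicle for no effect and no enzyme for full effect; nearly all actives have a fitted effect of over 30% in size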
#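 50 nM RECQ1T1 preincubated 15 min with compound in Tris pH 8.0 buffer with MgCl2, DTT, Tween-20 and 2.5 ug/ml poly(dI-dC); started with 200 nM TAMRA/BHQ-2 forked duplex and 2 mM ATP. Unwinding read as fluorescence (525/598 nm), two reads 2 h apart.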
# TRb SRC2 PPI: inhibitors of human thyroid hormone receptor beta-SRC2 interaction. P10828. TRbeta-SRC2 peptide binding, fluorescence polarization; receptor liganded with 1 µM T3. Potency, µM (doses to about 106 µM), for inactives: at the highest dose activity change, negative = inhibition, actives largely listed as inhibitors. actives 0.065% (n = 280,000);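 note: plate controls were bound peptide for no effect and peptide without receptor for full effect; nearly all actives have a fitted effect of over 50% in size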
# Target sequence (P10828 whole entry, looked up): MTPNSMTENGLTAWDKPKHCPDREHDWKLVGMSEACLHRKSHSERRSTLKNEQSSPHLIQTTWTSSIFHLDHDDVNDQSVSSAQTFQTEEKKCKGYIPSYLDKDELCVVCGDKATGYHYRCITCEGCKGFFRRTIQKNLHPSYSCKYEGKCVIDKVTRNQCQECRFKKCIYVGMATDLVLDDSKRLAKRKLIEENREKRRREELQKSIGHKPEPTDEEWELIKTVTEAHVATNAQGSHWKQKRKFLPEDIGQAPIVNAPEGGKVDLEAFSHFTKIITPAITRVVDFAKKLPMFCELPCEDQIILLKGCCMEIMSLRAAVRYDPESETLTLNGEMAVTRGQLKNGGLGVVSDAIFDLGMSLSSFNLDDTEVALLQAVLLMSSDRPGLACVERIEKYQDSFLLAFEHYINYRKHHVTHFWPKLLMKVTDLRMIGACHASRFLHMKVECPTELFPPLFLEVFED
#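 Polarization signal, normalized between peptide-alone and full complex controls, measured compound effects on T3-liganded human TRb LBD (0.6 uM) binding 20 nM Texas Red SRC2 peptide after 5 hr.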
# * = called active by the depositor; i = inactive; u = inconclusive; x = no result given; [ ] = another dose, or the depositor's remark. Unless noted, calls come from the whole dose curve; as a rule, active = well fitted curve in the direction sought with a large enough effect; inconclusive = small, poorly fitted or top-dose-only effect, or another doubt; inactive = no such curve, though single readings can be large; an effect the other way counts as inactive or inconclusive. Unless noted, % is set by controls: 0 for no effect and ±100 for the full control effect; potency is the fitted concentration of half-maximal effect. Not all compounds are listed (hit frequency here may not be typical).
nr	mol	Tau FP inhib	L3MBTL1 block	TR SRC2 fluor cs	RGS12 GoLoco inh
1	COc1ccc(NC(=O)Cc2ccc(Cl)cc2)cc1NC(=O)c1ccco1	-2%	x	-3%	15%
2	Oc1ccc(-c2csc(Nc3ncccn3)n2)cc1O	18%	-1%	-4%	11%
3	COc1ccccc1-c1cc(C(=O)N2CCN(c3ccccc3)CC2)no1	3%	x	-20%	x
4	COc1ccc(N2CCN(C(C)=C3C(=O)c4ccccc4C3=O)CC2)cc1	2%	-17%	2%	223%[activator]
5	O=C(CN1C(=O)C(c2ccc(F)cc2)=NC12CCCCCC2)Nc1ccc(F)c(Cl)c1	u	x	-2%	x
6	CCOC(=O)C(=CNc1ccccc1C)C(=O)OCC	-4%	6%	-1%	2%
7	CCCCNC(=S)NNC(=O)c1ccc(Br)o1	-5%	3%	-3%	1%
8	CCOC(=O)c1ccccc1NC(=O)C1COc2ccccc2O1 (stereo unspecified)	0%	40%[activator]	1%	x
9	COc1ccc(CCNC(=O)CN2C(=O)COc3ccc(S(=O)(=O)N4CCCC4)cc32)cc1OC	-3%	x	-1%	x
10	O=C(NCc1ccccc1)NC1(C(=O)N2CCN(c3ccccc3)CC2)CCCCC1	3%	5%	-10%	5%
11	COc1ccc(Nc2nnc(Cc3ccc(Cl)cc3)c(=O)[nH]2)c(OC)c1	8%	x	-6%	-1%
12	O=C(CSc1nnc2c(n1)[nH]c1ccccc12)OCc1ccccc1	-10%	-5%	-1%	3%

nr	Tau fibril ThT	KDM4E inh	RECQ1 helicase	TRb SRC2 PPI
1	-17%	u	-8%	-4%
2	11µM*	28µM*	-15%	-1%
3	u	x	x	5%
4	18%	-3%	4%	12%
5	8%	x	x	-1%
6	-9%	6%	-6%	-11%
7	3%	-3%	-2%	0%
8	-18%	-21%	-17%	1%
9	-3%	x	x	-6%
10	-2%	-2%	i	0%
11	-11%	-1%	i	2%
12	-6%	-2%	-4%	3%

# Next part:
nr	mol	Tau FP inhib	L3MBTL1 block	TR SRC2 fluor cs	RGS12 GoLoco inh
13	CC(C)CC(=O)Nc1ccnc(-c2ccncc2)n1	-5%	-5%	4%	7%
14	CC(=O)Nc1cc(NC(C)=O)c(N=Nc2ccccc2)cc1C	12%	x	-2%	2%
15	CC(C)Cc1ccc(/C=C/C(=O)N2CCCCC2)cc1	4%	32%[activator]	-7%	-2%
16	O=C(NN1C(=O)/C(=C/c2cccnc2)SC1=S)C(c1ccccc1)c1ccccc1	8%	-12%	5%	4%
17	CN(c1ccc(F)cc1)S(=O)(=O)c1ccc(Cl)c(C(=O)OCC(=O)NCc2ccco2)c1	11%	-12%	-1%	4%
18	O=C(CSc1ncc(-c2ccccc2)[nH]1)Nc1cccc(Br)c1	u	x	-2%	x
19	Cc1ccc(N(CC(=O)NCc2ccc(F)cc2)S(=O)(=O)c2c(C)nn(C)c2C)cc1	-7%	x	0%	x
20	S=c1oc(-c2ccncc2)nn1CCc1ccncc1	-1%	-1%[11.4 µM]	-5%	9%
21	CCNC(=O)NC(C(=O)OC)C12CC3CC(CC(C3)C1)C2 (stereo unspecified)	5%	-5%	-3%	4%
22	CCOc1ccc(CCNC(=O)c2ccc3c(c2)N(Cc2ccc(C)cc2)CCS3)cc1	8%	x	0%	x
23	COc1ccc(C(=O)N(c2ccc(C)cc2)S(=O)(=O)c2ccc(C)cc2)cc1	-9%	x	-1%	x
24	C/C(Cl)=C\CNC(C)c1ccccc1 (stereo unspecified)	-1%	1%	3%	6%

nr	Tau fibril ThT	KDM4E inh	RECQ1 helicase	TRb SRC2 PPI
13	5%	-5%	i	-2%
14	x	-2%	-1%	-3%
15	-11%	5%	0%	-4%
16	u	-2%	-9%	3%
17	4%	11%	-9%	0%
18	u	x	x	0%
19	-2%	x	x	-2%
20	-6%	-8%	-2%	-1%
21	-3%	7%	-4%	-6%
22	u	x	x	4%
23	3%	x	x	7%
24	5%	3%	6%	2%

# (next part)
nr	mol	Tau FP inhib	L3MBTL1 block	TR SRC2 fluor cs	RGS12 GoLoco inh
25	Cc1cc(C(=O)OCC(=O)NC(C)C)c2ccccc2n1	9%	x	-2%	-1%
26	COc1ccc(S(=O)(=O)N(CCc2ccccc2)CC(=O)Nc2cc(C)cc(C)c2)cc1OC	-15%	x	-6%	x
27	Cc1ccc(C)c(NC(=O)N2CCN(c3nnc(C)c4c(C)n(-c5ccccc5)nc34)CC2)c1	-8%	x	2%	x
28	COc1ccc(C2NC(=S)NC(C)=C2C(=O)N2CCOCC2)cc1 (stereo unspecified)	1%	x	0%	-2%
29	CNC(=S)NNC(=O)c1ccccc1Cl	-3%	3%	-2%	-2%
30	COc1ccc(Br)cc1CN1C(=O)c2ccccc2C1C(=O)NC1CCCCCC1 (stereo unspecified)	-1%	x	-1%	x
31	O=C(CN1CCSc2ccccc21)N1CCN(c2ccc(F)cc2)CC1	4%	x	-5%	x
32	Cc1ccc(/C=C/c2nc3ccccc3c(=O)n2CCc2ccccc2)cc1	-7%	2%	6%	4%
33	CCN(CC)CCCNC(=O)CN1N=C(c2ccc(OC)cc2)CCC1=O	-1%	x	4%	x
34	COc1cccc(NC(=O)NCCCN2CCN(c3ccc(F)cc3)CC2)c1	6%	-6%	1%	8%
35	O=C(CC1N=C2c3ccccc3N=C(SCC(=O)Nc3cccc(C(F)(F)F)c3)N2C1=O)NCc1cccs1 (stereo unspecified)	2%	x	0%	x
36	CCN(CC)S(=O)(=O)c1ccc(NC(=O)CN(c2cccc(F)c2)S(C)(=O)=O)cc1	-8%	3%[11.4 µM]	0%	10%

nr	Tau fibril ThT	KDM4E inh	RECQ1 helicase	TRb SRC2 PPI
25	x	u	-13%	7%
26	-6%	x	x	9%
27	-5%	x	x	-2%
28	0%	-6%	-6%	2%
29	4%	2%	-1%	6%
30	u	x	x	11%
31	-9%	x	x	5%
32	-12%	u	0%	5%
33	2%	x	x	-2%
34	-9%	-2%	-1%	-2%
35	-5%	x	x	-6%
36	8%	-3%	0%	2%

# Part of the list above in order of heavy-atom count, rising.
nr	mol	Tau FP inhib	L3MBTL1 block	TR SRC2 fluor cs	RGS12 GoLoco inh
25	Cc1cc(C(=O)OCC(=O)NC(C)C)c2ccccc2n1	9%	x	-2%	-1%
31	O=C(CN1CCSc2ccccc21)N1CCN(c2ccc(F)cc2)CC1	4%	x	-5%	x
36	CCN(CC)S(=O)(=O)c1ccc(NC(=O)CN(c2cccc(F)c2)S(C)(=O)=O)cc1	-8%	3%[11.4 µM]	0%	10%
35	O=C(CC1N=C2c3ccccc3N=C(SCC(=O)Nc3cccc(C(F)(F)F)c3)N2C1=O)NCc1cccs1 (stereo unspecified)	2%	x	0%	x

nr	Tau fibril ThT	KDM4E inh	RECQ1 helicase	TRb SRC2 PPI
25	x	u	-13%	7%
31	-9%	x	x	5%
36	8%	-3%	0%	2%
35	-5%	x	x	-6%

# Later entries:
nr	mol	Tau FP inhib	L3MBTL1 block	TR SRC2 fluor cs	RGS12 GoLoco inh
37	O=C(CSc1nnnn1-c1ccccc1)N1CCN(C(=O)c2ccco2)CC1	-2%	x	1%	-4%
38	COc1ccc(/C(C)=N/OCC(=O)N2CC3(C)CC2CC(C)(C)C3)cc1 (stereo unspecified)	8%	9%	0%	-2%
39	Cc1ccc(-c2[nH]c(=O)n3ccncc23)s1	-2%	-6%	1%	2%
40	CCCCOC(=O)c1ccc(Nc2ncnc3[nH]ncc23)cc1	u	x	0%	x
41	CCOC(=O)C1CCCN(C(=O)Cn2ncc3c4ccccc4n(Cc4ccccc4)c3c2=O)C1 (stereo unspecified)	-2%	x	-4%	x
42	O=C(COc1cccnc1[N+](=O)[O-])NCc1ccc2c(c1)OCO2	11%	x	-3%	8%
43	O=C(c1ccccc1)c1c(O)nc(-c2ccccc2)n(-c2ccccc2)c1=O	-2%	7%	-2%[53 µM]	-1%
44	CC1=CC(c2ccccc2)n2nc(NC(=O)CCC(=O)O)nc2N1 (stereo unspecified)	-15%	-9%	-4%	-3%
45	CC(C)(C)c1nnc(NC(=O)CCn2cnc3ccccc3c2=O)s1	-1%	1%	-7%	16%
46	Cc1ccccc1CN1C(=O)C(O)(CC(=O)c2ccncc2)c2ccccc21 (stereo unspecified)	-4%	-8%	2%	5%
47	COc1ccc(CCNc2oc(COc3ccc(F)cc3)nc2C#N)cc1	8%	-20%	-3%	6%
48	CC(=O)Oc1ccccc1N1C(=O)c2ccc(C(=O)O)cc2C1=O	-13%	x	-7%	15%

nr	Tau fibril ThT	KDM4E inh	RECQ1 helicase	TRb SRC2 PPI
37	-6%	12%	-2%	9%
38	-8%	8%	-1%	-3%
39	u	u	-13%	-4%
40	-4%	x	x	-1%
41	-11%	x	x	2%
42	x	7%	-18%	5%
43	5%	11%	0%	-5%[53 µM]
44	-16%	u	-4%	-11%
45	-9%	5%	25%	-3%
46	u	-5%	-11%	4%
47	u	-10%	-10%	-4%
48	-15%	6%	u	-1%

# Additional entries
nr	mol	Tau FP inhib	L3MBTL1 block	TR SRC2 fluor cs	RGS12 GoLoco inh
49	Cc1ccc(-c2n[nH]c(=S)n2/N=C/c2cc3c(cc2[N+](=O)[O-])OCO3)cc1	u	x	-4%	-6%
50	N#C/C(=C\c1cccs1)C(=O)c1ccccc1Cl	-6%	-5%	1%	41%[activator]
51	COC(=O)C1=CN(C(C)C)C=C(C(=O)OC)C1c1cc2c(cc1Br)OCO2	-2%	42%[activator]	-1%	15%
52	CCOC(=O)c1[nH]c2ccc(OCC)cc2c1NC(=O)CN1CCC2(CC1)OCCO2	13%	x	-2%	-14%
53	Cc1ccc(COc2ccsc2C(=O)O)cc1	0%	20%	-3%	-1%
54	COc1cc(/C=N/NC(=O)c2cc(C)oc2C)cc(OC)c1OC	2%	1%	-2%	16%
55	C=CCc1cccc2ccc(=O)oc12	3%	3%	10%	-8%

nr	Tau fibril ThT	KDM4E inh	RECQ1 helicase	TRb SRC2 PPI
49	u	-3%	-8%	-6%
50	-5%	u	i	17%
51	-2%	u	-4%	-9%
52	-4%	u	-4%	8%
53	-6%	4%	-3%	-1%
54	-15%	u	-2%	-2%
55	-2%	-5%	0%	-2%
